ABCB6 inh MLPCN – blocks the human ABCB6 transporter; fluorescence ratio to DMSO, % at 10 µM; K562-ABCB6 porphyrin accumulation, flow cytometry, 1 h; stronger effect = lower value; actives 0.19% (n = 360,000); AID 602162; Q9NP58;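 active means fluorescence ratio to DMSO below 75%, the collection mean minus 3 SD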;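 further: signal is porphyrin accumulated inside mitochondria; 100% equals median channel fluorescence of DMSO control wells; lower ratio means ABCB6 inhibition with less porphyrin fluorescence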
Target sequence (Q9NP58 whole entry, looked up): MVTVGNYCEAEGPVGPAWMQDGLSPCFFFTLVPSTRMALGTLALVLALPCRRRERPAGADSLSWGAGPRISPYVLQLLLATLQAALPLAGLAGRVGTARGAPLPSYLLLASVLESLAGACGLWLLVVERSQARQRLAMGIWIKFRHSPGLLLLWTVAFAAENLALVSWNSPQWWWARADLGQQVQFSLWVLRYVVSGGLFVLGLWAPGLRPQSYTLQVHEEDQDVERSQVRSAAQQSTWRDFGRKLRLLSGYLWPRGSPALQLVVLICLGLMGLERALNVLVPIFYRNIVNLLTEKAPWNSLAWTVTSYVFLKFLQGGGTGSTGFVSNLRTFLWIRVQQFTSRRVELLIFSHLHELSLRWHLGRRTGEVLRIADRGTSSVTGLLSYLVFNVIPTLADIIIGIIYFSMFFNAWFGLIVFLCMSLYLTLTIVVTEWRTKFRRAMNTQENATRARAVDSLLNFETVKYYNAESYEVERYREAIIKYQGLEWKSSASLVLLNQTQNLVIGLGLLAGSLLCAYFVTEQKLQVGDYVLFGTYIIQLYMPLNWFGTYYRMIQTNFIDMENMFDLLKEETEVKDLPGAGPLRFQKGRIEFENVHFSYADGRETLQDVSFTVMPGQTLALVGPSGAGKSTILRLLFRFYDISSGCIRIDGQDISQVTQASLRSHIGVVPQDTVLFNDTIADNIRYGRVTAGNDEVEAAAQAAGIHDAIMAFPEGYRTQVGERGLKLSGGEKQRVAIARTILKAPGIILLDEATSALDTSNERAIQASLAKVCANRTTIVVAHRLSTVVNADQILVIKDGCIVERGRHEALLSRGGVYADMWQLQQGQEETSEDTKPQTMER
MC4R ag barr – human MC4R agonism via beta-arrestin | actives 0.98% (n = 360,000) | AID 540308 | activation, % at 8.9 µM | U2OS MC4R beta-arrestin complementation, luminescence; percent of melanotan II response, DMSO zero;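 active means activation above a per-plate cutoff, the mean activation of sample wells on that plate plus 3 SD, cut at about 8% in these data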
Granule exo inh – lytic granule exocytosis inhibition; inhibition, % at 10 µM; TALL-104 LAMP-1 surface exposure, flow cytometry; cells stimulated with thapsigargin and PMA; actives 0.66% (n = 360,000);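 active means inhibition above about 55%, limit read from the data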
MC4R antagonist – blocks human MC4R cAMP signaling; P32245; MC4R-expressing cells, MTII-stimulated cAMP, LANCE TR-FRET; inhibition, % at 6.5 µM; actives 0.48% (n = 360,000);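 active means inhibition above its plate's cutoff, the mean of tested wells on that plate plus 3 SD, cut at about 29% in these data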;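 further: 0% = Melanotan II alone and 100% = Melanotan II plus saturating MCL0020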
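Material: human MC4R-expressing U2OS cells. Probe or stimulus: Melanotan II challenge. Dosing: 6.5 µM single dose. Times: 30-min compound, 1-h challenge, 1-h detection, room temperature. Technique: TR-FRET with Eu-cAMP and labeled anti-cAMP, 671 nm. Replication: singlicate.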
aDG glyco act – alpha-DG glycosylation activation. Pro5-aDG cells, alpha-DG glycosylation AlphaScreen (IIH6); 0% Pro5, 100% B10-LARGE cell signal. activation, % at 10 µM. actives 0.22% (n = 360,000);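 active means activation of at least 8% versus controls, or a plate z-score of at least 8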;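 further: Pro5 are CHO cells carrying HIG-tagged alpha-DG that lacks glycosylation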
ABHD5-PLIN5 inh – inhibitors of human ABHD5-perilipin-5 interaction | inhibition, % at 4 µM | AID 602281 | actives 0.78% (n = 360,000) | Q00G26+Q8WTS1 | Split G. princeps luciferase complementation, luminescence, 4 h;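 active means inhibition above the mean inhibition across every tested compound plus 3 SD, cut at about 22% in these data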;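 further: 0% = DMSO only wells and the 100% control is not disclosed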
Glyco luc inh – N-linked glycosylation inhibition. D54 ERlucT glycosylation luciferase reporter, 24 h; percent of 100 nM tunicamycin response. reporter increase, % at 12.5 µM. actives 0.23% (n = 360,000). AID 588692;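 active means mean luciferase reporter signal, scaled so untreated is 0 and the glycosylation-blocking control 100, at or above a set limit in every replicate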;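 further: luciferase carries N-glycosylation sites so blocking glycosylation raises the light; 0% = median of neutral control wells and 100% = median of 100 nM tunicamycin wells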
hiPSC survival – hiPSC single-cell survival enhancement; ATPlite luminescence; 100% = ROCK inhibitor wells, 0% = DMSO; survival enhancement, % at 20 µM; actives 0.044% (n = 360,000); in the data active means survival enhancement above about 18%;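 further: cells exposed to compounds for 16 hours before the ATP read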
HTR2A ag – agonists of mouse serotonin 5-HT2A receptor (HTR2A). P35363. activation, % at 7.6 µM. AID 624169. CHO-K1 mHTR2A beta-arrestin complementation, luminescence; percent of 30 µM serotonin response. actives 0.66% (n = 360,000);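 active means activation above a run cutoff, the mean activation of all tested compounds plus 3 SD, cut at about 14% in these data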;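 further: 0% = plate median of compound wells and 100% = 30 µM serotonin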
H9c2 protect – protects H9c2 cardiomyocytes from peroxide injury; H2O2 injury protection, ATPLite, 2 h; protection from H2O2 cell death, % at 20 µM; actives 0.63% (n = 360,000);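 active means compounds giving at least 50% protection of heart cells from peroxide-induced death in the single-dose screen, raw or plate-pattern-corrected value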;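 further: 0% = DMSO wells with peroxide and 100% = DMSO wells without peroxide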
* marks the source's active call; other numbers are inactive results; nt = not tested or not shown.

SMILES	ABCB6 inh MLPCN	MC4R ag barr	Granule exo inh	MC4R antagonist	aDG glyco act	ABHD5-PLIN5 inh	Glyco luc inh	hiPSC survival	HTR2A ag	H9c2 protect
CCc1cc(C(=O)N(C)CC(=O)Nc2c(Cl)cccc2Cl)sc1C	101	-1.5	10	2	0.0	-5	-2	-2.5	12	1
COc1ccc(CNC(=O)CSCc2c(F)cccc2Cl)cc1	94	-0.6	4	8	0.0	-3	-1	2.5	-3	1
O=[N+]([O-])c1ccc(OCn2cncn2)cc1	90	-2.4	-1	8	0.0	8	4	-0.7	-4	-4
CC(C)C(NC(=O)c1ccc2c(c1)OCO2)C(=O)N/N=C\c1ccco1 (stereo not drawn)	94	-1.4	0	4	0.2	1	0	0.6	-6	-1
COCCNC(=O)c1ccc(Cl)c(Cl)c1	99	-0.2	-4	-1	0.0	-1	2	-0.1	0	-4
Oc1ccc(C[C@H]2CNC(=S)N2CC2CCCN2C[C@H](Cc2ccccc2)N2C[C@H](Cc3ccc(O)cc3)N(CC3CCCCCC3)C2=S)cc1 (stereo partly drawn)	91	1.4	15	0	0.2	4	-9	-0.7	0	-17
CCn1c(NCc2cccs2)nc2ccccc21	97	-1.2	-2	1	0.3	6	-2	1.2	-3	3
CCOC(=O)c1c(S(=O)(=O)NCC(=O)Nc2cccc(C)c2)c(C)n(C)c1C	100	0.3	-9	7	0.0	-2	0	-0.1	4	1
C/C(CC(=O)NC1CCCC1)=N\NC(=O)c1ccc([N+](=O)[O-])c(Cl)c1	101	-2.6	-1	2	-0.1	-3	-2	1.2	-5	5
Cc1c(Cl)cccc1N1CC(C)(C)C1=O	102	-1.0	3	2	0.0	-1	0	-2.1	6	1
CCOC(=O)C1(Cc2cccc(F)c2)CCN(Cc2ccc(COC)o2)CC1	85	-2.1	2	13	0.3	-2	0	-0.7	1	2
O=C(O)c1ccccc1P(=O)(c1ccccc1)c1ccccc1	95	-1.3	2	16	-0.1	-2	2	-0.6	-2	-1
Cc1cc(Br)ccc1NC(=O)C1CSC2(C)CCC(=O)N12 (stereo not drawn)	100	-0.8	-1	12	0.2	-7	0	2.1	10	3
CC(=O)c1ccc(NC(=O)COC(=O)Cn2cnc3ccccc32)cc1	96	-2.7	-3	4	-0.2	-1	2	-0.1	12	5
COc1ccccc1NC(=O)CN1C(=O)C2(OCCCO2)c2ccccc21	108	-1.0	-7	-2	0.0	-2	-3	0.3	7	4
CC(=O)c1ccc(NC(=O)C[n+]2ccc(N(C)C)cc2)cc1	100	-0.5	-13	3	-0.1	3	1	-0.7	-1	3
CCN(CC)CCNC(=O)C1(O)c2cc(Br)ccc2NC(=O)N1c1c(F)cccc1F (stereo not drawn)	91	-1.3	14	6	-0.2	-4	0	-0.6	4	1
COC(=O)c1ccc(Oc2nc(Nc3ccc(F)cc3)nc(N3CCCC3)n2)cc1	92	2.0	2	12	0.3	2	1	-0.4	0	-20
O=C(NN=C1CCC(=NNC(=O)c2ccccn2)CC1)c1ccccn1	101	-0.8	1	5	0.5	2	1	1.3	0	5
CC(=O)NCCC(=O)Nc1ccc(C)c(F)c1	99	-1.2	0	-1	0.0	-6	3	2.4	5	1
COC(=O)COc1ccc(S(=O)(=O)NCc2ccccn2)cc1	99	2.6	13	2	-0.2	-5	0	-0.3	10	17
COc1cccc(C(c2sc3nc(C)nn3c2O)N2CCC3(CC2)OCCO3)c1 (stereo not drawn)	94	0.7	0	-1	0.6	2	-6	0.9	4	-2
O=C(COC(=O)c1cc(S(=O)(=O)N2CCOCC2)ccc1O)Nc1ccc2c(c1)OCO2	95	-0.5	1	5	-0.2	2	2	-0.5	-2	-3
CC1=C(C)CC(C(=O)NNC(=O)c2ccccc2)C(C(=O)O)C1 (stereo not drawn)	104	-1.5	0	-5	0.0	1	2	2.5	0	-7
CCS(=O)(=O)N1CCN(c2cccc(C)c2C)CC1	100	-0.8	4	-4	0.2	-3	-1	4.9	-2	-7

Random excerpt: 2 compounds from above, in no set order.
SMILES	ABCB6 inh MLPCN	MC4R ag barr	Granule exo inh	MC4R antagonist	aDG glyco act	ABHD5-PLIN5 inh	Glyco luc inh	hiPSC survival	HTR2A ag	H9c2 protect
CC1=C(C)CC(C(=O)NNC(=O)c2ccccc2)C(C(=O)O)C1 (stereo not drawn)	104	-1.5	0	-5	0.0	1	2	2.5	0	-7
COC(=O)c1ccc(Oc2nc(Nc3ccc(F)cc3)nc(N3CCCC3)n2)cc1	92	2.0	2	12	0.3	2	1	-0.4	0	-20

Additional results follow.
SMILES	ABCB6 inh MLPCN	MC4R ag barr	Granule exo inh	MC4R antagonist	aDG glyco act	ABHD5-PLIN5 inh	Glyco luc inh	hiPSC survival	HTR2A ag	H9c2 protect
O=C(CCc1nnc2ccc(NCc3ccccc3)nn12)NC1CCCCC1	97	2.0	-2	-1	-0.3	0	7	-0.5	-2	-4
C=CCn1c(SCC(=O)Nc2ccc(F)cc2)nnc1-c1cnccn1	100	0.9	-3	-3	0.0	-4	1	-0.6	6	-1
O=C(NCC1CCCO1)c1cc(C(=O)C2CCCCC2)c[nH]1 (stereo not drawn)	102	-1.9	1	15	-0.3	-2	-1	-0.1	0	-4
Cc1ccc(-c2nc(N)sc2CC(=O)OCC(=O)NCC2CCCO2)cc1 (stereo not drawn)	100	0.4	-2	9	0.0	0	3	0.8	-3	-2
CCC(CC)c1nc(NCCC(=O)O)c2ccccc2n1	105	-1.0	-2	9	0.2	1	0	0.9	-1	0
COc1cccc2c1C(=O)c1c(O)c3c(c(O)c1C2=O)CC(O)(C(C)=NNC(=O)c1ccc(Cl)c(Cl)c1)CC3OC1CC(N)C(O)C(C)O1 (stereo not drawn)	604	-0.4	4	-20	-0.5	19	-11	-1.5	-4	-1
Oc1ccc(Cl)cc1C1=NNC(c2cc(Br)cc3c2OCOC3)C1 (stereo not drawn)	110	3.6	1	-5	-0.9	14	2	-1.6	5	3
CC1CCCCC1NC(=O)c1ccncc1 (stereo not drawn)	100	2.4	-3	24	-0.1	6	2	-0.2	0	-6
COc1cccc(Cn2cnc3c(NS(=O)(=O)c4cc(Cl)ccc4Cl)c(C)c(C)cc32)c1	100	2.2	11	-5	0.5	5	-7	-1.2	-7	-9
CCOc1ccccc1C(=O)Nc1ccc(-n2nncc2C(C)(C)C)cc1	96	1.5	-3	3	0.3	-2	-2	-0.7	1	-6
O=C1Nc2cc(C(=O)NCCN3CCCCCC3)ccc2S/C1=C/c1ccccc1F	104	3.4	26	-4	1.3	6	-13	-4.4	-8	-12
C#CCN1CCc2onc(-c3ccccc3OC)c2C1=O	97	nt	-2	nt	-0.2	8	0	2.8	1	-1
COc1ccc(NC2=C(NCCO)C(=O)c3ccccc3C2=O)cc1	100	-0.2	22	-5	0.4	-30	21	3.9	0	-14
COc1ccc(-n2c(C)cc(/C=C3\C(=N)N4N=C(CC(=O)N5CCOCC5)SC4=NC3=O)c2C)cc1	100	-2.0	9	16	-0.1	0	9	-0.5	3	5
Cc1cccc(NC(=O)CSCC(=O)Nc2ccc(S(=O)(=O)N3CCCCC3)cc2)c1	97	0.8	-5	1	-0.1	-3	-3	0.1	-1	-3
CCCn1c(SCC(=O)Nc2cccc(C)n2)nnc1-c1ccco1	97	-1.9	0	-57	-0.1	-6	-2	0.4	-3	19
CN(C)Cc1cc(C(C)(C)C)cc(N2CCOCC2)c1O	98	-2.4	5	3	-0.2	-9	-1	-3.8	-5	1
O=C(CNC(=O)C1CCCCC1)OCC(=O)c1ccc(Cl)s1	105	-2.2	-1	23	0.4	-5	-1	-1.2	2	10
CCOC(=O)N1CCN(C(=O)COc2ccc([N+](=O)[O-])cc2)CC1	102	0.8	-2	2	0.4	3	1	-0.5	5	14
CCn1cc(CN2CCC(n3nccc3NC(=O)c3ccc4c(c3)OCO4)CC2)c(C)n1	94	-2.2	-16	5	-0.3	-1	1	-0.5	-5	4
COC1CCCN(C(=O)c2ccc3nc(Cc4cccc(Cl)c4)oc3c2)C1 (stereo not drawn)	96	-3.0	-4	-3	-0.1	2	1	-0.3	0	7
O=C(N/N=C\c1ccc(-c2ccccc2[N+](=O)[O-])o1)C1COc2cc3ccccc3cc2O1 (stereo not drawn)	103	-0.7	4	3	0.5	-63	6	-0.2	-3	-28
NNC(=O)c1ccc(Cn2cccn2)o1	97	0.2	-3	6	0.2	2	0	-0.6	0	5
O=C(C1=C(Nc2ccccc2)c2ccccc2S(=O)(=O)N1)c1ccccc1	94	-2.1	-2	6	0.0	2	3	0.4	-1	-4
Cc1ccc(C2=NC3(CCCC3)NC2=S)cc1	94	-0.6	-2	-4	-0.1	-11	1	1.0	-5	8

A second format for three compounds above:
The line under a structure holds: ABCB6 inh MLPCN, MC4R ag barr, Granule exo inh, MC4R antagonist, aDG glyco act, ABHD5-PLIN5 inh, Glyco luc inh, hiPSC survival, HTR2A ag, H9c2 protect
C=CCn1c(SCC(=O)Nc2ccc(F)cc2)nnc1-c1cnccn1
    100, 0.9, -3, -3, 0.0, -4, 1, -0.6, 6, -1
O=C(NCC1CCCO1)c1cc(C(=O)C2CCCCC2)c[nH]1 (stereo not drawn)
    102, -1.9, 1, 15, -0.3, -2, -1, -0.1, 0, -4
Cc1ccc(-c2nc(N)sc2CC(=O)OCC(=O)NCC2CCCO2)cc1 (stereo not drawn)
    100, 0.4, -2, 9, 0.0, 0, 3, 0.8, -3, -2

Entries of single compounds, quoted from the list:
`C#CCN1CCc2onc(-c3ccccc3OC)c2C1=O` in the list: ABCB6 inh MLPCN: 97; MC4R ag barr: nt; Granule exo inh: -2; MC4R antagonist: nt; aDG glyco act: -0.2; ABHD5-PLIN5 inh: 8; Glyco luc inh: 0; hiPSC survival: 2.8; HTR2A ag: 1; H9c2 protect: -1
`COc1cccc(Cn2cnc3c(NS(=O)(=O)c4cc(Cl)ccc4Cl)c(C)c(C)cc32)c1` in the list: ABCB6 inh MLPCN: 100; MC4R ag barr: 2.2; Granule exo inh: 11; MC4R antagonist: -5; aDG glyco act: 0.5; ABHD5-PLIN5 inh: 5; Glyco luc inh: -7; hiPSC survival: -1.2; HTR2A ag: -7; H9c2 protect: -9
`O=C(C1=C(Nc2ccccc2)c2ccccc2S(=O)(=O)N1)c1ccccc1` in the list: ABCB6 inh MLPCN: 94; MC4R ag barr: -2.1; Granule exo inh: -2; MC4R antagonist: 6; aDG glyco act: 0.0; ABHD5-PLIN5 inh: 2; Glyco luc inh: 3; hiPSC survival: 0.4; HTR2A ag: -1; H9c2 protect: -4

As entered above.
Value for `COC1CCCN(C(=O)c2ccc3nc(Cc4cccc(Cl)c4)oc3c2)C1` (stereo not drawn) in aDG glyco act: -0.1
Value for `CCOc1ccccc1C(=O)Nc1ccc(-n2nncc2C(C)(C)C)cc1` in Granule exo inh: -3
Value for `COc1cccc2c1C(=O)c1c(O)c3c(c(O)c1C2=O)CC(O)(C(C)=NNC(=O)c1ccc(Cl)c(Cl)c1)CC3OC1CC(N)C(O)C(C)O1` (stereo not drawn) in ABHD5-PLIN5 inh: 19
